# SRC1 inh = human NCOA1 inhibition; Q15788; HEK293 GAL4-SRC1 luciferase reporter, luminescence; inhibition, % at 3.6 µM; actives 0.12% (n = 360,000); AID 588354;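 active = inhibition above the campaign mean plus 3 SD, with each screening campaign given its own cutoff, cut at about 60% in these data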;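 also: 0% = DMSO treated cells and 100% = gossypol at 36 µM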
# KKLEB tox = CF airway cell cytotoxicity counter-screen; KKLEB CF airway cells viability, ATPlite luminescence, overnight; active compounds read low; cells stimulated with P. aeruginosa culture filtrate; activity change (cytotoxicity), % at 5 µM; actives 0.36% (n = 360,000);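 active = corrected activity change at or below -50% at 5 µM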
# C8 TRAIL sens = sensitizes caspase-8 expressing cells to TRAIL; NB7+C8 cells + TRAIL, ATPlite viability luminescence; inhibition (viability loss, TRAIL sensitization), % at 10 µM; AID 624354; actives 1% (n = 360,000);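 active = compounds causing at least 50% loss of cell viability in the single-dose screen, relative to plate controls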
# NR5A2 inv ag = inverse agonists of human LRH-1 (NR5A2). inhibition, % at 3.6 µM. HEK293T StAR-luciferase reporter, LRH-1 transfected, 24 h. actives 0.13% (n = 360,000);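 active = inhibition above the mean inhibition of all tested compounds plus 3 SD, cut at about 73% in these data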;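 also: 0% = DMSO wells and 100% = reporter-only cells lacking LRH-1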
# EBV LMP1 NFkB = reduces LMP1-driven NF-kappaB luciferase signal; LMP1-induced NF-kappaB luciferase reporter cells, luminescence; inhibition, % at 12.5 µM; actives 0.69% (n = 350,000); AID 504558; in the data active = inhibition above about 41%;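 also: 0% = neutral control wells and 100% = reference inhibitor control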
# SRC3 inh = human NCOA3 inhibition. Q9Y6Q9. HEK293 GAL4-SRC3 luciferase reporter, luminescence. inhibition, % at 3.6 µM. actives 0.17% (n = 360,000);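 active = inhibition above a per-campaign cutoff, the mean of all compounds plus 3 SD, cut at about 60% in these data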;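 also: 0% = DMSO-treated cells and 100% = gossypol-treated cells at 36 µM; higher means less SRC3-driven luciferase light from the GAL4 reporter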
# Target sequence (Q9Y6Q9 whole entry, looked up, the tested form may be a part): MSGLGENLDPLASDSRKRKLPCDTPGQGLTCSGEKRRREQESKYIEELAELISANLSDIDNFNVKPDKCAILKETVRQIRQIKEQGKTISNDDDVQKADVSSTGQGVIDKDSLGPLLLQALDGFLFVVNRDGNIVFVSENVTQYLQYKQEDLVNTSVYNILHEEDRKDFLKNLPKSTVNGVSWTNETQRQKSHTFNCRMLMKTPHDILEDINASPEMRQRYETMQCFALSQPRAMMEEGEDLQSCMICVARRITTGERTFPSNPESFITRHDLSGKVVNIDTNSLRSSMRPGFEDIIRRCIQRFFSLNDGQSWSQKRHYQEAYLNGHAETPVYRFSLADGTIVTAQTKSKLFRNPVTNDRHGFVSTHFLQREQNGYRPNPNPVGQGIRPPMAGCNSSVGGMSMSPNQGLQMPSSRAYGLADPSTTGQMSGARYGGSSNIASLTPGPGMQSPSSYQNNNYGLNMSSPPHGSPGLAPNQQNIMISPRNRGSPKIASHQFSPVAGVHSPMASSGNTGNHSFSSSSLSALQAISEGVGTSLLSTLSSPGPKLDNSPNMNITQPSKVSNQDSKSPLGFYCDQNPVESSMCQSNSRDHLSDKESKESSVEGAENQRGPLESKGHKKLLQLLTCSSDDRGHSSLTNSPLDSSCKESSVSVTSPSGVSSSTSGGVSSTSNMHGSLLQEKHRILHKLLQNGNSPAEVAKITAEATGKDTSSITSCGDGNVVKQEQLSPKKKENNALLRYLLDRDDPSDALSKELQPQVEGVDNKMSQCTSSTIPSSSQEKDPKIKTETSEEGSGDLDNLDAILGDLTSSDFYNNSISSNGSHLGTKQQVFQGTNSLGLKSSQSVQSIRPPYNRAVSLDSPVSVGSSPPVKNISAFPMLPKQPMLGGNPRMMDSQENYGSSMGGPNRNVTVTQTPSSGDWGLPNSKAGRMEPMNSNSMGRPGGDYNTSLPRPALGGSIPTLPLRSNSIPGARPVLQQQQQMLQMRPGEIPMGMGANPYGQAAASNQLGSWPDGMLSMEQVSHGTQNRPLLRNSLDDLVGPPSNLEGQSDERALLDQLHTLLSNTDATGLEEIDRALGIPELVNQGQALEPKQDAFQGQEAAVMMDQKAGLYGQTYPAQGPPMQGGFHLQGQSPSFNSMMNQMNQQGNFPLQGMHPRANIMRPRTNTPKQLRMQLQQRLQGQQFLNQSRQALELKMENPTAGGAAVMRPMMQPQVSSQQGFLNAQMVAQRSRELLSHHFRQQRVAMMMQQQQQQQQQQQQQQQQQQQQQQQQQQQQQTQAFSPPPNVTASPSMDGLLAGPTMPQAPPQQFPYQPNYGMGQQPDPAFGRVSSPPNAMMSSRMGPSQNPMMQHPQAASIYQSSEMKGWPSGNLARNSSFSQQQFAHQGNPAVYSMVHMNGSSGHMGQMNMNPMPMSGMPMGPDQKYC
# Shn3 3UTR inh = inhibitors of Schnurri-3 3'UTR reporter in osteoblasts; Clone20 osteoblast Shn3 3'UTR firefly luciferase, 24 h; inhibition, % at 12.5 µM; actives 0.52% (n = 360,000); AID 588674;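 active = mean inhibition of at least 75% with every replicate also reaching 75%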;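 also: 0% = median of neutral control wells and 100% = pilot-screen positive control compound; some compounds past the cut are filed as inactive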
# TROY NFkB inh = TROY signaling inhibition | inhibition, % at 10 µM | actives 0.98% (n = 360,000) | AID 1347056 | Q293 LMP1-TROYcd NF-kB luciferase reporter, 4 h;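 active = compounds whose plate-normalised and pattern-corrected inhibition of the luciferase reporter signal at the single screening dose is 50% or more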
# NR2F2 inh = NR2F2 (human) inhibition, primary screen; inhibition, % at 8.6 µM; HEK293T NGFI-A luciferase reporter, luminescence; actives 0.7% (n = 370,000);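 active = inhibition above a per-plate cutoff, mean inhibition of test wells between control levels plus 3 SD, cut at about 38% in these data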;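 also: cells cotransfected with COUP-TFII expression vector driving the NGFI-A reporter; 0% = median of COUP-TF2 test wells and 100% = reporter-only cells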
# CF NFkB block = blocks PAF-induced NF-kB reporter in cystic fibrosis cells | KKLEB NF-kB-GFP reporter, GFP fluorescence overnight | AID 588850 | inhibition, % at 5 µM | actives 0.86% (n = 360,000);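 active = at least 50% inhibition at 5 µM, scaled per plate between neutral and stimulator controls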;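 also: PAF is a Pseudomonas aeruginosa culture filtrate used as stimulus; plate controls were PAF-stimulated DMSO wells for no effect and unstimulated DMSO wells for full effect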
# TWEAK-Fn14 inh = TWEAK-Fn14 signaling inhibition | actives 2% (n = 360,000) | inhibition, % at 10 µM | AID 1159606 | TWEAK-stimulated Fn14 reporter cells, luciferase luminescence, 8 h; in the data active = inhibition above about 50%
# * hit, by the source's call; x = not tested or not shown. Some of the compounds tested; count on the stated rates, not on these rows.
No.	mol	SRC1 inh	KKLEB tox	C8 TRAIL sens	NR5A2 inv ag	EBV LMP1 NFkB	SRC3 inh	Shn3 3UTR inh	TROY NFkB inh	NR2F2 inh	CF NFkB block	TWEAK-Fn14 inh
1	O=C(Nc1ccc(-c2noc(-c3ccccc3F)n2)cc1)c1cccs1	-59	-8	5	-54	-16	-61	-51	-82	-24	8	-26
2	N#CCCN(C(=O)Nc1ccc(Cl)cc1)c1ccccc1	-4	6	-2	-1	0	5	x	-19	12	-5	86*
3	CC(C)n1nccc1N(Cc1ccc(Cl)cc1)S(=O)(=O)c1ccccc1	-23	-2	13	-9	2	14	-4	-2	15	-1	8
4	CC(C(=O)N1CCN(C(=O)c2ccco2)CC1)n1sc2ccccc2c1=O (stereo unspecified)	-1	-8	-5	-19	x	-5	-14	-18	-6	18	10
5	Cc1ccc(-c2cc(C(=O)NN)n[nH]2)o1	-18	-6	-18	-11	x	-2	3	-55	9	6	17
6	COc1ccc(Cl)c(CNC[C@H]2O[C@@H](n3cnc(C(N)=O)n3)[C@H](O)[C@@H]2O)c1	-10	-7	-12	-3	-1	-15	11	-7	3	6	4
7	C/C(=N\NC(=O)COc1ccc(C(C)(C)C)cc1)c1ccc(-n2ccnc2)cc1	-71	-17	59*	-2	-14	-42	-48	-82	-23	-9	-56
8	CN1C(=O)N(c2ccccc2)C(Nc2nncs2)C1(C)C (stereo unspecified)	10	0	-7	-4	-2	25	4	12	9	7	-6
9	C=CCn1c(SCc2cc(=O)n3ccsc3n2)nc2cc(Cl)ccc2c1=O	-3	-8	-3	-2	8	9	-5	18	-5	10	-13
10	Cn1nc(C(F)(F)F)c(-c2cccc(C(F)(F)F)c2)c1NC(=O)Nc1ccc(F)cc1	0	-20	11	5	x	-6	x	35	0	27	-6

# An excerpt of these results, field by field.
9	C=CCn1c(SCc2cc(=O)n3ccsc3n2)nc2cc(Cl)ccc2c1=O
  SRC1 inh: -3	KKLEB tox: -8	C8 TRAIL sens: -3	NR5A2 inv ag: -2	EBV LMP1 NFkB: 8	SRC3 inh: 9	Shn3 3UTR inh: -5	TROY NFkB inh: 18	NR2F2 inh: -5	CF NFkB block: 10	TWEAK-Fn14 inh: -13

10	Cn1nc(C(F)(F)F)c(-c2cccc(C(F)(F)F)c2)c1NC(=O)Nc1ccc(F)cc1
  SRC1 inh: 0	KKLEB tox: -20	C8 TRAIL sens: 11	NR5A2 inv ag: 5	EBV LMP1 NFkB: x	SRC3 inh: -6	Shn3 3UTR inh: x	TROY NFkB inh: 35	NR2F2 inh: 0	CF NFkB block: 27	TWEAK-Fn14 inh: -6

# Next part.
No.	mol	SRC1 inh	KKLEB tox	C8 TRAIL sens	NR5A2 inv ag	EBV LMP1 NFkB	SRC3 inh	Shn3 3UTR inh	TROY NFkB inh	NR2F2 inh	CF NFkB block	TWEAK-Fn14 inh
11	C=CCn1c(C)cc(C(=O)COC(=O)c2n[nH]c(=O)c3ccccc23)c1C	-68	-28	69*	-105	-26	-108	-49	30	-35	16	39
12	O=C(NC1CC1)C1Nc2ccc(OC(F)(F)F)cc2C2C=CCC12 (stereo unspecified)	-6	6	-26	-57	2	-8	13	-17	-21	-32	-14
13	Cc1ccccc1OCCC(=O)Nc1ccc(N2CCOCC2)cc1N1CCOCC1	7	-5	-2	3	-5	-4	14	-10	-4	18	-19
14	OC(c1ccc(Cl)cc1)c1ncc(-c2cccc(C(F)(F)F)c2)[nH]1 (stereo unspecified)	-1	5	-11	-3	x	4	37	30	3	9	3
15	Clc1cc(Cl)c2nc(N3CCCCC3)sc2c1	-59	3	11	-40	-27	-40	-112	-50	-53	-33	-18
16	O=C(CSc1nc(-c2ccccc2)cs1)N1CCc2ccccc21	-1	8	3	-5	5	11	-1	-1	3	1	-3
17	CC(NC(=O)C1CCN(C(=O)c2ccc(F)cc2)CC1)c1ccc(-n2ccnc2)cc1 (stereo unspecified)	3	-14	0	12	2	12	-33	14	4	0	13
18	CCN1C(=O)[C@@H]2[C@@H](c3ccc(-c4ccccc4)cc3)N3CCC[C@@]3(C(=O)OC)[C@@H]2C1=O	-5	2	20	-19	1	3	10	-16	0	-2	-2
19	CCCCNC(=O)c1c(C)cc(=O)oc1C	-16	-1	-6	10	-1	7	-8	16	26	9	-10
20	Cc1cc(C)cc(OCC(=O)N(Cc2ccco2)c2c(N)n(Cc3ccccc3)c(=O)[nH]c2=O)c1	4	-34	-6	-5	2	4	-2	-7	19	-5	8
21	COC(=O)c1cccc(OCC(O)Cn2ccnc2)c1 (stereo unspecified)	-11	0	-4	0	8	-1	9	6	-10	9	-8
22	O=C(O)c1ccc(Cl)c(S(=O)(=O)N(Cc2ccccc2)c2ccc(F)cc2)c1	-36	-2	-1	-3	9	-15	-11	23	6	-20	31
23	Cn1cc(C(=O)C(=O)N2CCOCC2)c2ccccc21	-1	-8	-1	11	x	18	-13	-19	4	-25	20
24	Cc1cc(C)n(-c2ccc(F)cc2CN2CCN(Cc3ccccc3)C(CCO)C2)n1 (stereo unspecified)	3	0	4	-5	0	14	14	-1	-9	2	15
25	CCn1c(C)nc2c(=O)oc3ccccc3c21	11	-6	-8	9	-2	13	-3	33	14	-7	33
26	COc1ccc(NC(=S)N2CCC(c3nc4ccc(Cl)cc4[nH]3)CC2)c(OC)c1	-1	8	7	-30	5	17	-14	-5	-4	-21	6
27	O=C(C1=C[C@@H](c2ccc3c(c2)OCO3)C[C@@H](OCCCCO)O1)N1CCOCC1	-22	-6	8	-8	8	-3	-15	-9	-8	-2	-16
28	CC(Cc1c[nH]c2ccccc12)NC(=O)OCCCl (stereo unspecified)	-12	-8	32	14	-3	20	-4	-1	-21	6	4
29	COc1ccccc1COc1ccc2c(C)c(CC(=O)O)c(=O)oc2c1C	-10	-1	16	-7	-12	4	5	-8	11	-5	-13
30	Cc1cc(=O)oc(C)c1C(=O)O	-12	-3	22	-15	2	0	-20	-1	-17	-12	9
31	COc1cccc(-c2nc3n(n2)C(c2ccccc2Cl)C(C(N)=O)=C(C)N3)c1 (stereo unspecified)	-9	3	-15	-3	2	-3	-8	-19	-18	-41	-22
32	OC(CNCc1ccc(F)cc1)(c1ccc(F)cc1)c1ccc(F)cc1	3	-11	8	20	5	21	44	3	-8	12	9
33	O=C(CSCCNS(=O)(=O)c1ccccc1)Nc1ccccc1	-28	6	-21	4	-2	15	8	1	-6	-1	-2
34	COc1ccc2c(CC(=O)N3CCN(S(=O)(=O)c4ccc(F)cc4)CC3)coc2c1	-12	1	9	-7	-1	-11	15	-6	-20	12	-14
35	O=C(NC(c1ccc(-c2ccccc2)cc1)c1cnccn1)C1CCN(Cc2ccc3c(c2)OCO3)CC1 (stereo unspecified)	8	-1	10	-10	x	-7	-23	2	-1	-1	3
36	COc1cc(C(=O)N/C(=C\c2cn(S(=O)(=O)N(C)C)c3ccccc23)C(=O)N2CCCC2)cc(OC)c1OC	-29	2	-1	8	14	8	13	-9	-12	-15	-2
37	C[C@@H]1CCCCO[C@@H](CN(C)C(=O)Cc2ccccc2)[C@@H](C)CN([C@H](C)CO)C(=O)c2cc(NC(=O)C3CCCCC3)ccc2O1	-1	-21	-12	3	5	-13	-8	-9	11	-2	4
38	COc1ccc(OCCC(=O)OCC(=O)NC(=O)NC(C)C)cc1	-18	-3	-3	5	3	20	-1	-17	3	2	13
39	CSc1nsc(NC(=O)Nc2ccccc2)n1	-38	10	9	-58	-17	-51	-3	-21	-36	8	-2
40	CC(C)NC(=O)c1onc(CSc2nc3ccccc3[nH]2)c1C(=O)NC(C)C	-8	-9	-1	-10	-1	2	0	-1	10	6	3
41	Cc1c(NC(=O)COC(=O)/C=C/c2cccc(F)c2)c(=O)n(-c2ccccc2)n1C	-3	-2	-4	-3	0	-7	-9	-6	-1	-5	2
42	O=C(Nc1ccc2c(c1)OCO2)c1cc(C2CCCCN2C(=O)CCc2ccccc2)on1 (stereo unspecified)	-15	0	-3	3	x	4	9	-13	-9	-9	9
43	NNC(=S)Nc1cccc(-c2n[nH]c(=S)o2)c1	-1	-2	5	-13	5	6	14	-36	5	-7	-15
44	Cc1ccc(S(=O)(=O)N/N=C/c2ccc(OCC(=O)Nc3ccccc3Cl)cc2)cc1	8	8	-21	12	-12	-19	-17	1	-15	1	8
45	CNc1snc(C)c1C(=O)OC(C)C(=O)Nc1ccccc1 (stereo unspecified)	-3	-4	-11	15	5	18	36	13	3	23	-2
46	Cc1ccc(C(=O)NCCc2nnc(SCC(=O)Nc3cccc(C(=O)O)c3)n2C)cc1	1	14	-21	5	8	2	10	-3	x	-2	-2
47	CN(C)NC(=O)C(NC(=O)c1ccc(N)cc1)C12CC3CC(CC(C3)C1)C2 (stereo unspecified)	1	-2	0	4	-9	3	-15	4	-2	4	2
48	CC(=O)Nc1ccc(S(=O)(=O)N2CCN(C(=O)N3CCCCC3)CC2)cc1	6	1	0	-4	2	-13	4	1	15	14	-21
49	CC(CCc1ccccc1)NC(=O)CN1CCN(Cc2ccccc2)C1=O (stereo unspecified)	-3	8	-7	0	-7	10	-23	10	14	-3	27
50	Cc1cc(C(=O)OCC(=O)NCCc2ccccc2)c2ccccc2n1	-9	-5	-3	6	6	-2	1	4	-11	7	-3
51	Cc1ccc(NC(=O)c2cc(S(=O)(=O)N3CCCCC3)c[nH]2)cc1Cl	7	8	-17	19	x	1	-7	-6	15	-5	-15
52	COc1ccc(S(=O)(=O)N2CCCC(C(=O)NCc3ccncc3)C2)cc1 (stereo unspecified)	22	-3	-7	5	15	27	8	25	21	31	21
53	O=C1C(=O)c2ccccc2C(O)=C1CCCCl	-1	-25	68*	22	0	14	14	-4	x	79*	5

# Molecules from the list above containing a COOH group, in the order listed:
No.	mol	SRC1 inh	KKLEB tox	C8 TRAIL sens	NR5A2 inv ag	EBV LMP1 NFkB	SRC3 inh	Shn3 3UTR inh	TROY NFkB inh	NR2F2 inh	CF NFkB block	TWEAK-Fn14 inh
22	O=C(O)c1ccc(Cl)c(S(=O)(=O)N(Cc2ccccc2)c2ccc(F)cc2)c1	-36	-2	-1	-3	9	-15	-11	23	6	-20	31
29	COc1ccccc1COc1ccc2c(C)c(CC(=O)O)c(=O)oc2c1C	-10	-1	16	-7	-12	4	5	-8	11	-5	-13
30	Cc1cc(=O)oc(C)c1C(=O)O	-12	-3	22	-15	2	0	-20	-1	-17	-12	9
46	Cc1ccc(C(=O)NCCc2nnc(SCC(=O)Nc3cccc(C(=O)O)c3)n2C)cc1	1	14	-21	5	8	2	10	-3	x	-2	-2

# Compound activity: PubChem, several laboratories
